High-throughput results (PubChem BioAssay)
Giardia FBPA inh: blocks Giardia fructose-bisphosphate aldolase activity. Potency, µM (doses to about 59.6 µM), inactives show at the top dose activity, negative = inhibition, hits mostly inhibitors. hit rate 0.71% among 290,000. AID 2451. A8B2U2. purified Giardia FBPA; also: potency is read from the fitted curve at half-maximal effect; nearly all actives have a fitted effect of over 55% in size
Target sequence (A8B2U2 whole entry, looked up): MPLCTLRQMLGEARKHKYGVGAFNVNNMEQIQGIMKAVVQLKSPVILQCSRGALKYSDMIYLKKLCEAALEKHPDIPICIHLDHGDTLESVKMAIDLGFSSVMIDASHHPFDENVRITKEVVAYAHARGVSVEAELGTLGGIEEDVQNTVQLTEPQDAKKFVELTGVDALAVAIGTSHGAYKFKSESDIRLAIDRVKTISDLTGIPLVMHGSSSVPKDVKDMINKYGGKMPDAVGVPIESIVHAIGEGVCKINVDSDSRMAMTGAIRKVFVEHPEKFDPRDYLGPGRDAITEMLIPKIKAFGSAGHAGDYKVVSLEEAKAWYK
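40 nM FBPA preincubated 10 min at RT with compound (up to 57.5 uM final), then substrate plus GAPDH/TPI/NAD/arsenate coupling and diaphorase/resazurin added. Fluorescence read after 20 min at RT, 525/598 nm.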
HCMV inh: human cytomegalovirus inhibition; HFF cells, HCMV-luciferase reporter, 72 h; hits give low values; activity change, negative = inhibition, % at 57.5 µM; hit rate 4.5% among 410,000; in the data active = activity change below about -60%; inconclusive = no clear call, values can overlap the other calls; inactive = above about -39%
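Compounds were evaluated in HFFs infected with an HCMV luciferase reporter virus (MOI 1 PFU/cell). Luciferase in lysates collected 72 h post infection served as the replication measure.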
AmpC inh no detg: inhibitors of E. coli AmpC beta-lactamase without detergent. AmpC nitrocefin hydrolysis, absorbance 480 nm, 0.0001% Triton. hit rate 0.52% among 330,000. Potency, µM (top dose mostly 57.1 µM), without a hit: top-dose activity change, negative = inhibition, usual class: inhibitors;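 also: potency is read from the fitted curve at half-maximal effect; plate controls were no compound for no effect and no enzyme for full effect; nearly all actives have a fitted effect of over 20% in size; some results filed as inactive show a strong effect at the top dose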
Target sequence (P00811 whole entry, looked up): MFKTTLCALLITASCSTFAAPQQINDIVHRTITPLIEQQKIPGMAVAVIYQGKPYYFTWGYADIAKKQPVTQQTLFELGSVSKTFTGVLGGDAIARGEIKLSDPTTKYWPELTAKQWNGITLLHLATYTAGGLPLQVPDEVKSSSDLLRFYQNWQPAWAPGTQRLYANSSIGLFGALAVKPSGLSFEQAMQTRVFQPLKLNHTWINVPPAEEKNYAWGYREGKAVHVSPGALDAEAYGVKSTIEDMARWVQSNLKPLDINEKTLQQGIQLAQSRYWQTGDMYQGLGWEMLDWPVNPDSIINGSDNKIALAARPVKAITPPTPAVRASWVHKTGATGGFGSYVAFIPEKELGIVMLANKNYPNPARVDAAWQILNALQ
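AmpC (5.3 nM in the dispensed reagent) in 20 mM phosphate pH 7.0 with 0.01% (detergent screen) or 0.0001% Triton X-100 was preincubated with compounds for 15 min at room temperature. Nitrocefin was then added from an 800 uM solution, and hydrolysis was followed at 480 nm.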
AmpC inh detg: inhibitors of E. coli AmpC beta-lactamase with detergent; P00811; AmpC hydrolysis of nitrocefin, absorbance 480 nm, 0.01% Triton; Potency, µM (series often up to 114 µM), inactives show top-dose activity change, negative = inhibition, actives largely listed as inhibitors; hit rate 0.041% among 370,000; AID 485294;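 also: potency is read from the fitted curve at half-maximal effect; 0% = no-compound wells and -100% = no-enzyme wells; nearly all actives have a fitted effect of over 25% in size; some results filed as inactive show a strong effect at the top dose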
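AmpC (5.3 nM in the dispensed reagent) in 20 mM phosphate pH 7.0 with 0.01% (detergent screen) or 0.0001% Triton X-100 was preincubated with compounds for 15 min at room temperature. Nitrocefin was then added from an 800 uM solution, and hydrolysis was followed at 480 nm.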
HCV inhibitor: HCV inhibition; hit rate 3.4% among 340,000; Potency, µM (top dose mostly 41.8 µM), without a hit: at the top dose activity change, negative = inhibition, most hits filed as inhibitors; AID 651820; Huh7.5.1 HCVcc-Cre infection, luciferase reporter, 44 h; also: potency is read from the fitted curve at half-maximal effect
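Seed cells (1,000/well) for 4 h; treat with compound and infect with HCVcc-Cre, moi about 0.5. Incubate 44 h, then detect luciferase activity.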
Sm TGR block: S. mansoni TGR enzyme inhibition | Q962Y6 | purified TGR, DTNB reduction, TNB absorbance 405 nm | hit rate 3% among 360,000 | Potency, µM (doses to about 114 µM), for inactives: at the top dose activity change, negative = inhibition, most hits filed as inhibitors; also: potency is read from the fitted curve at half-maximal effect; nearly all actives have a fitted effect of over 60% in size
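Kinetic colorimetric format: TGR-catalysed, NADPH-driven DTNB reduction monitored via TNB absorbance. Enzyme dispensed at 20 nM; compound exposure 15 min at room temperature before reaction start.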
Active calls of the source: *; ? = inconclusive; · = no result given; [ ] = another dose, or the depositor's remark. Unless noted, calls follow the shape of the dose curve; as a rule, active = well fitted curve in the direction sought with a large enough effect; inconclusive = small, poorly fitted or top-dose-only effect, or another doubt; inactive = no such curve, though single readings can be large; an effect the other way counts as inactive or inconclusive. Unless noted, % is scaled to controls: 0 for no effect and ±100 for the full control effect. Hits appear at their usual frequency, and some 9.9% of all compounds hit somewhere here.

Values in the order: Giardia FBPA inh | HCMV inh | AmpC inh no detg | AmpC inh detg | HCV inhibitor | Sm TGR block
CCC(C)NC(=O)c1ccc(C)c(NC(=O)C2=C(C)OCCS2)c1 (configuration not stated)
→ 3% | 3 | 10% | -6% | -18% | -6%
COc1cc2cc(CN(Cc3cccs3)C(=S)Nc3ccccc3)c(=O)[nH]c2cc1OC
→ 2% | -15 | -29% | ? | ? | -4%
CC(C)c1ccc(CNc2c([N+](=O)[O-])c(=O)oc3ccccc23)cc1
→ 3% | 18 | -21% | -1% | 14% | 8%
CN(C)/C=C1\C=C(c2ccccc2)OC1=O
→ -10% | -14 | -2% | 6% | -23% | 22µM*
Cc1cc(C(=O)NCC(=O)Nc2ccc(F)c(F)c2)c(C)o1
→ · | 30 | -16% | · | -9% | ·
CCCn1c(-c2ccc(S(=O)(=O)N3CCOCC3)cc2)csc1=Nc1ccc(OCC)cc1
→ · | 2 | · | 2% | · | 12%
CC1(C)CN(c2ccc(C(=O)c3ccccc3)cc2)C1=O
→ -8% | -36 | -27% | 4% | -2% | -2%
Cc1ccc(SCc2cc(=O)[nH]c(N3CCN(Cc4ccc5c(c4)OCO5)CC3)n2)cc1
→ 5% | -63* | -13% | -1% | 0% | -18%
Fc1ccc(-c2csc3[n+]2CCS3)cc1
→ 2% | -2 | -12% | ? | 11% | -8%
CC(=O)C1(C)OC(N)=C(C#N)C(c2ccccc2)C1(C#N)C#N (configuration not stated)
→ ? | 8 | -15% | 1% | 14% | 11µM*
Cc1ccc(S(=O)(=O)NCCC2=CCCCC2)cc1C(N)=O
→ · | -75* | -5% | -2% | ? | -2%
CCCc1cc(N2CCN(c3ccccc3)CC2)n2cnnc2n1
→ · | ? | · | 4% | · | 5%
CN(CC(=O)Nc1ccccc1Br)C(=O)c1n[nH]c2ccccc12
→ · | -15 | -26% | -14% | 6% | 1%
O=C(CSc1ccc2nnc(-c3ccncc3)n2n1)Nc1ccc2c(c1)OCO2
→ -5% | 120 | -13% | ? | -3% | -39%
COc1ccc(/C=C2/SC(=S)N(CC(=O)O)C2=O)cc1OCc1ccc(Cl)cc1
→ 5% | 77 | -18% | -11% | 0% | -1%
Cc1cccc(COc2coc(CN3CCN(C(=O)c4ccco4)CC3)cc2=O)c1
→ · | -6 | -5% | -5% | -9% | -26%
Cc1c(NC(=O)OCCSc2nc(N(C)C)nc(N(C)C)n2)sc(=S)n1C
→ 5% | ? | · | -4% | 14µM* | 0%
CCC(=O)c1ccc(OCC(=O)N2CCN(CC(=O)Nc3ccccc3C(F)(F)F)CC2)cc1
→ · | ? | 147%[activator] | · | 13µM* | ·
COc1ccc2c(c1)[n+](=O)c(C(C)=O)c(C)n2[O-]
→ ? | ? | -11% | -8% | 3% | ?
Cc1ccc(NS(=O)(=O)c2cc(C(=O)N3CCOCC3)ccc2C)cc1C
→ 0% | 78 | -1% | 3% | 2% | 5%
CS(=O)(=O)Nc1ccccc1C(=O)NCCSc1ccccc1
→ 8% | -6 | -26% | ? | 26% | -19%
COc1cc(/C=N/N2CCN(c3ccccc3OC)CC2)ccc1OC(C)=O
→ -3% | 11 | 77%[activator] | ? | 12% | -6%
COc1ccc(-n2cc(CNCCCn3ccnc3)c(-c3ccccc3Cl)n2)cc1
→ 9% | -3 | 59% | 9% | ? | ?
c1ccc(CNc2nc(N3CCN(Cc4ccccc4)CC3)nc3ccccc23)cc1
→ -18% | -17 | 0% | -2% | ? | 4%
c1cncc(CNc2ccc3c(c2)OCO3)c1
→ ? | -9 | -19% | 3% | 29% | 16µM*
COCC(C)NC(=O)COc1nncc2ccccc12 (configuration not stated)
→ 12% | -17 | -8% | -5% | 3% | -1%
Cc1ccc2oc(C(=O)N3CCN(c4cccc(C)n4)CC3)c(C)c2c1
→ 0% | 40 | 34% | -17% | 5% | -8%
Cc1cc(-c2nnc(SCC(=O)Nc3ccc(C(F)(F)F)cc3)n2C)no1
→ 0% | -6 | -11% | 9% | ? | 38%
COCCNC(=O)C(c1cccs1)N(C(=O)Cn1nnc2ccccc21)c1cccc(C(C)=O)c1 (configuration not stated)
→ 4% | 18 | 17% | -2% | 8% | 5%
O=C(c1ccc(CNc2c(N3CCCC3)c(=O)c2=O)cc1)N1CC=C(c2ccccc2)CC1
→ 1% | ? | 83%[activator] | -3% | -25% | 0%

More structures follow.
Values in the order: Giardia FBPA inh | HCMV inh | AmpC inh no detg | AmpC inh detg | HCV inhibitor | Sm TGR block
Cc1ccc(S(=O)(=O)N2CCCC(c3nc(-c4ccc(C)o4)no3)C2)cc1 (configuration not stated)
→ -7% | -38 | -17% | -13% | 16% | -14%
CN(C)C1=NC(=O)/C(=C/c2ccc(-c3ccc(S(N)(=O)=O)cc3)o2)S1
→ -6% | · | -13% | -10% | · | 32µM*
CCCCN(C(=O)C(C)Oc1ccc(Cl)cc1)c1c(N)n(CCCC)c(=O)[nH]c1=O (configuration not stated)
→ · | -30 | -17% | -20% | ? | 3%
CC1=C(C(=O)N2CCCC(C(=O)c3cccc(C(F)(F)F)c3)C2)OCCO1 (configuration not stated)
→ -1% | ? | 65%[activator] | 1% | -26% | 1%
CCOC(=O)c1ccc(N2C(=O)c3n[nH]c(-c4ccco4)c3C2c2ccc(OCC)cc2)cc1 (configuration not stated)
→ · | -88* | · | 3% | · | ?
COc1cccc(Nc2nc(=O)[nH]nc2C)c1
→ -4% | 11 | -24% | ? | 8% | 0%
Cc1cccc(N(CC(=O)N2CCCC2)S(C)(=O)=O)c1
→ 5% | -29 | -13% | -2% | 2% | 2%
Cc1nn(-c2ccc(F)cc2)c(Cl)c1/C=C/C(=O)N1CCNC(=O)C1
→ 5% | ? | 6% | 6% | 5% | 9%
O=S1(=O)CCC(S(=O)(=O)N2CCCCCC2)C1 (configuration not stated)
→ 1% | 52 | -2% | ? | 10% | 0%
O=C(NOC(=O)c1ccccc1)c1ccccc1
→ 7% | 123 | -16% | -4% | 11% | -17%
O=C(CSc1nc(-c2ccco2)cc(C(F)(F)F)n1)Nc1ccc(C(=O)N2CCCCC2)cc1
→ -4% | 31 | -6% | -7% | 11µM* | -15%
COc1ccc2[nH]c(C)c(CCNCc3cn(C)c4ccccc34)c2c1
→ · | -10 | 7% | -10% | ? | ?
Cc1c(OCC(=O)N2CCC(C(=O)O)CC2)ccc2c3c(c(=O)oc12)CCCC3
→ 14% | 14 | -25% | -13% | -4% | 9%
Cc1ccc(-c2[nH]ncc2C(=O)c2ccc(Br)cc2)c(O)c1
→ 4% | 6 | -44% | 4% | -5% | -9%
COc1cccc(NC(=S)NCCN2CCOCC2)c1
→ -5% | 45 | -9% | -8% | 9% | -11%
CCOC(=O)Cc1cnc(NC(=O)Cn2nnc(-c3ccc(OCC)cc3)n2)s1
→ 1% | -16 | -24% | -14% | -18% | 3%
CCCCC1=CC2=CC(=O)C(C)(OC(=O)CC)C(=O)C2=CN1CC(C)C (configuration not stated)
→ ? | -3 | 36% | -4% | 7% | -10%
CC12CN(C(=O)c3cccc([N+](=O)[O-])c3)C3(C#N)CC1CCC23C (configuration not stated)
→ 2% | 43 | 1% | ? | 21% | 2%
Cc1ccc2cc(CCNC(=O)c3cccs3)c(=O)[nH]c2c1C
→ 11% | 53 | -13% | ? | 1%[8.37 µM] | 0%
Fc1ccccc1C(c1nnnn1Cc1ccc2c(c1)OCO2)N1CCN(Cc2ccco2)CC1 (configuration not stated)
→ 3% | -27 | 55% | ? | ? | -27%
Cc1[nH]n(-c2ncc(-c3ccc(Cl)cc3)s2)c(=O)c1C(c1ccc(Cl)cc1)C(C#N)C#N (configuration not stated)
→ 13% | · | 40µM* | -2% | 10% | ?
COc1ccc(C(=O)NCc2ccc3c(c2)CCN3C(=O)c2ccc(F)cc2)cc1
→ · | -12 | · | 9% | · | 5%
COc1cc(/C=N/N2CCN(C3c4ccccc4-c4ccccc43)CC2)cc(OC)c1OC
→ 1% | -21 | -19% | -7% | 4% | -5%
COc1ccc(-n2c(SCC(=O)Nc3ccccc3)nc3c(c2=O)SCC3)cc1
→ 0% | 49 | -18% | ? | 10% | 12%
CCCCNc1ccc(-c2nc(-c3ccccc3)no2)cc1[N+](=O)[O-]
→ · | 30 | · | 8% | · | 3%
CCN(CC)C(=O)CSc1nnnn1-c1ccc(F)c(Cl)c1
→ 4% | 0 | 23% | 4% | 2% | -2%
Cc1cc(Nc2ccc(C)c(Cl)c2)n2nc(Cc3ccccc3)nc2n1
→ · | -14 | · | 16% | · | 2%
C/C(N)=C(/C#N)C(=O)COC(=O)CC1CCCC1
→ 1% | 1 | -3% | -22% | 8% | 0%
CC(=O)N1CCc2cc(S(=O)(=O)N3CC(C)CC(C)C3)ccc21 (configuration not stated)
→ · | 27 | -14% | -4% | 6% | -25%
Cc1nnc(NC2=NCCC2)o1
→ -7% | 28 | 1% | 7% | -8% | 5%

Next part; the last 6 above are carried over.
Values in the order: Giardia FBPA inh | HCMV inh | AmpC inh no detg | AmpC inh detg | HCV inhibitor | Sm TGR block
CCCCNc1ccc(-c2nc(-c3ccccc3)no2)cc1[N+](=O)[O-]
→ · | 30 | · | 8% | · | 3%
CCN(CC)C(=O)CSc1nnnn1-c1ccc(F)c(Cl)c1
→ 4% | 0 | 23% | 4% | 2% | -2%
Cc1cc(Nc2ccc(C)c(Cl)c2)n2nc(Cc3ccccc3)nc2n1
→ · | -14 | · | 16% | · | 2%
C/C(N)=C(/C#N)C(=O)COC(=O)CC1CCCC1
→ 1% | 1 | -3% | -22% | 8% | 0%
CC(=O)N1CCc2cc(S(=O)(=O)N3CC(C)CC(C)C3)ccc21 (configuration not stated)
→ · | 27 | -14% | -4% | 6% | -25%
Cc1nnc(NC2=NCCC2)o1
→ -7% | 28 | 1% | 7% | -8% | 5%
CCOc1ccc(Br)cc1C(=O)Nc1ccc(C(=O)NCC(C)C)cc1
→ 22% | -80* | -31% | ? | ? | 0%
O=C(NC1CCCC1)c1ccc(S(=O)(=O)N2CCOCC2)cc1
→ 2% | 76 | -10% | -5% | 0% | 13%
Nc1nonc1-n1nnc(C(=O)N/N=C/C=C/c2ccccc2)c1CSC1=NCCS1
→ 0% | -11 | -34% | 5% | ? | -14%
COC(=O)N1CC(C)N(C(=O)OC)CC1C (configuration not stated)
→ 4% | 20 | -3% | -6% | 22% | 7%
COc1ccc(-n2nnnc2CNC(=O)c2ccc3ccccc3c2)cc1
→ · | -11 | -23% | ? | 2% | 0%
Cn1cc(S(=O)(=O)NC2CCCCCC2)c(=O)n(C)c1=O
→ · | 21 | -9% | -6% | · | -23%
O=C(c1ccc2c(c1)N(Cc1cccc(Cl)c1)C(=O)c1ccccc1S2=O)N1CCN(c2cccc(C(F)(F)F)c2)CC1 (configuration not stated)
→ · | ? | · | -5% | · | 1%
COc1ccccc1NC(=O)c1oc2ccccc2c1NC(=O)COc1cccc(C)c1
→ · | 14 | · | 10% | · | 7%
C[C@H]1CN([C@@H](C)CO)C(=O)Cc2cc(NC(=O)Cc3ccccc3)ccc2O[C@H]1CN(C)C(=O)Nc1cccc2ccccc12
→ · | 1 | 183%[activator] | · | -3% | ·
Cc1ccc(NC(=O)CNCc2ccccc2)c(Br)c1
→ 1% | 10 | 12% | -15% | -4% | 0%
O=c1oc2ccccc2c2nccnc12
→ 6% | -11 | -10% | -9% | 13% | -3%
